# High-throughput results (PubChem BioAssay)
# GLP1R ag: activates the human GLP-1 receptor. hit rate 0.007% among 380,000. Potency, µM (highest dose often 45.6 µM), inactives show at the highest dose activation, usual class: activators. HEK293 GLP-1R CRE-luciferase, luminescence, 4-6 h; cells express a hypersensitive GLP-1R form. AID 624172; further: potency means the concentration at half of the fitted maximal effect; % of control where 0% means no effect
# Target sequence (P43220 whole entry, looked up): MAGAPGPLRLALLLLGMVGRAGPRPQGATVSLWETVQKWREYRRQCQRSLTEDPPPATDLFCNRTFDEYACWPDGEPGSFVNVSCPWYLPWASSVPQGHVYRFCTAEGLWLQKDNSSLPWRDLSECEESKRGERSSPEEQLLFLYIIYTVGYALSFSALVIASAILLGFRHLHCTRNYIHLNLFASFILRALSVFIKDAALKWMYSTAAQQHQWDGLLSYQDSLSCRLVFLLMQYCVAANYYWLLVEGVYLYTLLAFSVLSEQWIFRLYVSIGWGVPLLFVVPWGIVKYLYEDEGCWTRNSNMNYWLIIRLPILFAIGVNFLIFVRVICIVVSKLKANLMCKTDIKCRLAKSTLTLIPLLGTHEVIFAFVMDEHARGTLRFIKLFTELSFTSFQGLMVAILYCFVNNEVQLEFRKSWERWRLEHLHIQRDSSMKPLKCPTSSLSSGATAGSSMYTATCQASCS
# KB-3-1 cytotox: KB-3-1 parental cell cytotoxicity. hit rate 1.4% among 400,000. Potency, µM (highest dose often 46.1 µM), for the others: at the highest dose activity change, negative = cytotoxic, usual class: cytotoxic. KB-3-1 viability, CellTiter-Glo ATP luminescence, 72 h. AID 1347075; further: potency means the concentration at half of the fitted maximal effect; on the % scale 0 is the no-effect control and ±100 the full control effect; nearly all actives have a fitted effect of over 60% in size
#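 Parental KB-3-1 viability, qHTS format: 72 h compound exposure, 37 °C; CellTiter-Glo; media-only wells and DMSO plates as controls; concentration-effect fits on corrected data.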
# IL1B secr inh: inflammasome signaling inhibition, IL-1 beta readout. THP-1 LPS/ATP IL-1B secretion, AlphaLISA, 16 h; active compounds read low. activity change, % at 57.5 µM. hit rate 4.7% among 360,000. AID 743279; in the data active means activity change below about -50%; inconclusive means mostly about -30% to -49%; further: on the % scale 0 is the no-effect control and ±100 the full control effect
#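 THP-1 cells pretreated 1 hr with compounds (up to 57.5 uM final), then stimulated with LPS (250 ng/mL final) plus ATP (1.25 mM final); secreted IL-1B measured by AlphaLISA after 16 hr, decreased signal indicating inhibition.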
# D3 ag: D3 dopamine receptor (human) agonism | D3R DiscoveRx beta-arrestin cells, luminescence, 90 min | hit rate 0.58% among 410,000 | max activation, %; in the data active means max activation above about 30%; further: 0% is about no effect; mostly tested at two doses, the higher about 12 µM
# Target sequence (P35462 whole entry, looked up): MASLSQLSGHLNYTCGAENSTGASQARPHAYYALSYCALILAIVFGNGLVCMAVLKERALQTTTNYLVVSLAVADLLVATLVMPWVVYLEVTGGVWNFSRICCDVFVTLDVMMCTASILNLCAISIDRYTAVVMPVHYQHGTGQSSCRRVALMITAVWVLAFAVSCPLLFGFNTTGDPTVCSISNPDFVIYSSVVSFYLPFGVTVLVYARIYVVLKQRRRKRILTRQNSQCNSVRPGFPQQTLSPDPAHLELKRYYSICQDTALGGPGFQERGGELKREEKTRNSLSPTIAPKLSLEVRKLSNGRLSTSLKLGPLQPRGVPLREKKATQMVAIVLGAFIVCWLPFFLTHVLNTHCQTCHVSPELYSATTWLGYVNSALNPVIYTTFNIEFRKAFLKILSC
#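 Agonist-mode cell screen: cells plated at 1500/well and incubated overnight at 37 °C, then exposed to library compounds for 90 min at 37 °C. Detection reagent was added for 30–60 min at room temperature, and luminescence was read.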
# DRD3 antagonist: D3 dopamine receptor (human) antagonism; P35462; D3R cells, DiscoveRx beta-arrestin luminescence, antagonist mode; active compounds read low; max response, negative = inhibition, %; hit rate 2.5% among 360,000; in the data active means max response below about -50%; inconclusive means no clear call, values can overlap the other calls; further: on the % scale 0 is the no-effect control and ±100 the full control effect; mostly tested at two doses, the higher about 12 µM
#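 Cells plated overnight at 1500 cells/well, then exposed to library compounds with dopamine controls for 90 minutes at 37 degrees C. DiscoveRx reagent added for 30–60 minutes at room temperature; luminescence read, quantitative HTS format.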
# HT1080-NT tox: kills 2HG-producing HT-1080-NT fibrosarcoma cells; HT-1080-NT fibrosarcoma viability, CellTiter-Glo ATP luminescence, 48 h; Potency, µM (highest dose often 46.1 µM), for inactives: top-dose activity, negative = less viability, usual class: cytotoxic; hit rate 1.6% among 360,000; AID 686970;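 further: NT is the 2HG producing partner of a matched IDH1 knockdown line; potency means the concentration at half of the fitted maximal effect; 0% = DMSO-treated cells and -100% = media-only wells without cells; nearly all actives have a fitted effect of over 55% in size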
#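 Viability by CellTiter-Glo luminescence after 48 h compound exposure at 37C of HT-1080-NT cells (750/well, RPMI, 5% FBS). % activity scaled between DMSO wells and medium-only wells, then curve-fitted and categorized by curve class.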
# KB-V1 MDR tox: kills drug-selected multidrug resistant KB-V1 cells; KB-V1 MDR cells viability, CellTiter-Glo, 72 h; Potency, µM (series often up to 46.1 µM), for the others: top-dose activity change, negative = cytotoxicity, hits mostly cytotoxic; hit rate 3.4% among 400,000; AID 1347076; further: potency means the concentration at half of the fitted maximal effect; on the % scale 0 is the no-effect control and ±100 the full control effect; nearly all actives have a fitted effect of over 60% in size
#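 Readout: CellTiter-Glo luminescence, 10 min after addition. Cells: KB-V1 MDR subline, 72 h at 37 degrees C with compound. Analysis: corrected, normalized data fitted to concentration-effect curves.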
# HT1080 IDH1KD tx: toxicity to HT-1080 IDH1 knockdown cells (counter line); Potency, µM (doses to about 46.1 µM), for the others: top-dose activity, negative = toxicity, most hits filed as cytotoxic; AID 686971; hit rate 2% among 360,000; HT-1080 IDH1 knockdown viability, ATP luminescence, 48 h;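 further: potency means the concentration at half of the fitted maximal effect; 0% = DMSO wells and -100% = cell-free medium wells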
#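 % activity derives from luminescence (CellTiter-Glo), normalised to DMSO and no-cell wells. HT-1080-IDH1KD cells, 750/well, had 48 h compound exposure at 37 °C.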
# SW480 rerep: induces DNA re-replication in SW480 colon adenocarcinoma cells | Potency, µM (titrated, usually from 46.1 µM), for inactives: at the highest dose re-replication activation, hits mostly activators | SW480 DNA re-replication, Hoechst DNA content imaging, 48 h | hit rate 1.8% among 340,000; further: potency means the concentration at half of the fitted maximal effect; % of control where 0% means no effect; nearly all actives have a fitted effect of over 55% in size
#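 Image-based DNA-content assay: after two days of treatment, nuclei were labelled with the DNA dye Hoechst and imaged, and hits were compounds raising the count of nuclei showing high fluorescence intensity.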
# * = called active by the depositor; ? = inconclusive; · = no result given; & = joins results of further samples; [ ] = another dose, or the depositor's remark. Unless noted, the call rests on the fitted dose curve; in most records, active means well fitted curve in the direction sought with a large enough effect; inconclusive means small, poorly fitted or top-dose-only effect, or another doubt; inactive means no such curve, though single readings can be large; an effect the other way counts as inactive or inconclusive. Random draw from the library; any-hit rate near 12%.
# A first look, six compounds:
SMILES,GLP1R ag,KB-3-1 cytotox,IL1B secr inh,D3 ag,DRD3 antagonist,HT1080-NT tox,KB-V1 MDR tox,HT1080 IDH1KD tx,SW480 rerep
O=C(c1ccccc1O)N1N=C(C(F)(F)F)CC1(O)c1ccc([N+](=O)[O-])cc1 (configuration not stated),13%,-1%,23,-8,-20,-21%,?,-19%,-4%
CC1C(=O)N(Cc2cn(Cc3ccco3)nn2)CCS(=O)(=O)N1Cc1ccc(-c2cccnc2)cc1 (configuration not stated),6%,0%,?,-8,-12,5%,5%,21%,·
COc1ccc(OC)c2c1sc(=NC(=O)C1COc3ccccc3O1)n2C (configuration not stated),14%,2%,14,3,5,?,7%,6%,8%
O=C(Nc1cc(Cl)ccc1N1CCOCC1)c1cccnc1,11%,-11%,-1,-3,-1,2%,-27%,9%,-3%
O=C(CSc1nc2c(cnn2-c2ccc(F)cc2)c(=O)[nH]1)N1CCOCC1,2%,2%,1,2,-12,10%,3%,-1%,-5%
COc1ccc(NC2=C(C(C)=O)C(c3ccccc3)C(C(C)=O)C(C)(O)C2)cc1 (configuration not stated),8%,?,-7,4,-3,-23%,3%,-18%,5%

# The whole of this part (from the top)
SMILES,GLP1R ag,KB-3-1 cytotox,IL1B secr inh,D3 ag,DRD3 antagonist,HT1080-NT tox,KB-V1 MDR tox,HT1080 IDH1KD tx,SW480 rerep
O=C(c1ccccc1O)N1N=C(C(F)(F)F)CC1(O)c1ccc([N+](=O)[O-])cc1 (configuration not stated),13%,-1%,23,-8,-20,-21%,?,-19%,-4%
CC1C(=O)N(Cc2cn(Cc3ccco3)nn2)CCS(=O)(=O)N1Cc1ccc(-c2cccnc2)cc1 (configuration not stated),6%,0%,?,-8,-12,5%,5%,21%,·
COc1ccc(OC)c2c1sc(=NC(=O)C1COc3ccccc3O1)n2C (configuration not stated),14%,2%,14,3,5,?,7%,6%,8%
O=C(Nc1cc(Cl)ccc1N1CCOCC1)c1cccnc1,11%,-11%,-1,-3,-1,2%,-27%,9%,-3%
O=C(CSc1nc2c(cnn2-c2ccc(F)cc2)c(=O)[nH]1)N1CCOCC1,2%,2%,1,2,-12,10%,3%,-1%,-5%
COc1ccc(NC2=C(C(C)=O)C(c3ccccc3)C(C(C)=O)C(C)(O)C2)cc1 (configuration not stated),8%,?,-7,4,-3,-23%,3%,-18%,5%
CC(=O)c1sc(NC(C)c2ccccc2)nc1C (configuration not stated),9%,21%,29,-2,21,7%,2%,-1%,-4%
O=C(CSc1nc2ccsc2c(=O)n1Cc1ccccc1)NCc1ccco1,-1%,?,-7,3,6,-2%,0%,-2%,-8%
O=S(=O)(c1cc(Cl)ccc1Cl)N1CCN2CCCC2C1 (configuration not stated),17%,-8%,21,-9,-5,-5%,-24%,8%,0%
Cc1cccc(NC(=O)CN2C(=O)S/C(=C\C(=O)Nc3ccc(Cl)cc3)C2=O)c1,-13%,-7%,-6,-6,-16,-4%,0%,-8%,0%
Fc1ccc(-c2nnc(NC3=NCCCCC3)o2)cc1,-60%[inhibitor],?,11,-2,-15,?,-1%,?,-3%
Cc1cc2c(cc1S(=O)(=O)N1CCCCC1)OCC(=O)N2,-7%,10%&-15%,10,1&-13,4,4%,0%&8%,3%,-18%
Cc1cccc(N2CCN(C(=O)NC(C)c3ccc(F)c(F)c3)CC2)c1C (configuration not stated),13%,-1%,-26,5,27,-14%,11%,-21%,-25%
CCN(C(=O)CSc1nnc(-c2ccc(OC)cc2)n1N)c1c(N)n(Cc2ccccc2)c(=O)[nH]c1=O,-2%,-2%,6,0,11,4%,?,2%,-9%
CCOC(=O)c1cc2ccccc2n1C1CCN(CCc2ccccc2)CC1,4%,?,-19,-15,-22,?,-1%,?,·
Cc1ccc([C@H]2N[C@]3(CCCN(Cc4cccn4C)C3=O)[C@H]3C(=O)N(Cc4ccccc4)C(=O)[C@@H]23)cc1,-1%,-14%,5,2,3,-9%,-2%,-6%,·
CCOC(=O)N/N=C(C)/C=C/c1ccccc1,-24%,2%,-3,5,22,2%,13%,12%,-3%
Cc1cc(C(=O)NNC2CC(=O)N(c3ccc4ccccc4c3)C2=O)c(C)o1 (configuration not stated),-1%,-6%,6,5,3,8%,7%,3%,-9%
COc1ccc(C(=O)NCCc2ccccn2)cc1S(=O)(=O)Nc1ccc(Br)cc1,4%,17%,-6,4,-23,1%,?,11%,0%
Cc1nc(NC(=O)CSc2nnc(-c3ccncc3)n2C)sc1C,10%,0%,-2,2,-19,0%,0%,-1%,-6%
COc1ccc2cc(C(=O)N3CCN(c4ccccc4F)CC3)[nH]c2c1,-1%,-4%,35,-1,15,10%,-7%,11%,-10%
O=C(NC1CCCN(Cc2ccc(Cl)cc2)C1)c1ccccc1-c1ncc[nH]1 (configuration not stated),1%,0%,0,-3,10,-13%,18%,-19%,16%
Cc1cc(=O)[nH]c(SCC(=O)Nc2ccc3c(c2)OCCO3)n1,11%,?,11,4,9,-2%,?,6%,-3%
COC(=O)c1ccccc1NC(=O)c1cc(C)no1,-3%,6%,5,-7,-21,14%,-8%,3%,4%
CCOC(=O)c1c(NC(=O)C2CC(Cl)=CCC2C(=O)O)sc2c1CCCCC2 (configuration not stated),-4%,7%,-12,17,1,-7%,?,?,-4%
COCc1c(Br)c(C)nc(OCC(=O)N/N=C/c2ccco2)c1C#N,-1%,4%,-15,-13,-9,0%,-4%,-1%,-8%
O=C(Nc1ccc(Cl)cc1)c1cncs1,3%,-7%,16,1,5,-8%,?,-4%,-2%
Cc1cc(OCC(=O)NNC(=S)NC(=O)c2ccc(Br)o2)ccc1Cl,-1%,-19%,35,15,7,-13%,11%,-16%,5%
O=C(Cn1cnc2c(nnn2Cc2ccc(F)cc2)c1=O)NCc1ccc(F)cc1,3%,?,22,1,7,?,4%,18µM*,-2%
COc1ccccc1-c1nc(S(=O)(=O)c2ccc(Cl)cc2)c(N(C)C)o1,-1%,11%,24,2,4,0%,0%,-11%,-15%
NC(=O)c1ccsc1NC(=O)COC(=O)C1CC2CCCC(C1)C2=O (configuration not stated),2%,-27%,20,3,-13,-7%,1%,-5%,1%
COc1cccc(C=O)c1OCCCOc1cccc2cccnc12,9%,1%,14,0,0,?,?,?,?
O=C(Nc1ccc(Br)cc1)c1cc2ccccn2n1,-5%,?,31,-10,-15,-3%,-9%,-23%,24%
Cc1ccc(CNC(=O)c2ccc(-n3cnc4cccnc43)cc2)cc1,-4%,27%,·,-11,·,·,?,·,·
COc1cccc(NC(=O)n2ncc3c(C)cccc32)c1,0%,?,9,-2,4,?,12%,?,-6%
COc1ccccc1N1CCN(C(=O)CCS(=O)(=O)c2ccc3c(c2)NC(=O)C(C)S3)CC1 (configuration not stated),4%,-15%,14,0,13,-10%,?,-3%,-6%
CCN(CC(=O)Nc1ccc(NC(C)=O)cc1)S(=O)(=O)/C=C/c1ccccc1,11%,4%,?,-4,-5,6%,-1%,6%,?
CC1CCN(S(=O)(=O)c2cc(C(=O)NCc3ccccc3)n(C)c2)CC1,1%,-11%,·,2,·,·,-13%,·,·
Cc1ccc2ccc(C#N)cc2c1O,-1%,3%,-12,0,13,0%,-7%,-2%,·
CC1CCCN(C(=O)Cc2cccc3ccccc23)C1 (configuration not stated),-1%,14%,-11,-2,-16,2%,-29%,12%,-1%
Cc1ccc(-c2nc(SC(C)C(=O)c3c(N)n(C)c(=O)n(C)c3=O)n[nH]2)cc1 (configuration not stated),3%,-1%,28,4,23,4%,6%,8%,2%
CCOc1ccc(N(CC)C(=O)COc2cc(=O)n(CC)c3ccccc23)cc1,18%,-3%,-7,-3,21,-10%,-25%,-11%,-11%
COc1ccc(NC(=O)Cn2nnc(C(=O)NCc3ccc4c(c3)OCO4)c2N)c(OC)c1,10%,-1%,7,2,-2,?,6%,?,25%
Cc1onc(-c2ccccc2)c1C(=O)Nc1ccc(S(=O)(=O)Nc2nccs2)cc1,-2%,20%,-5,-5,-9,-8%,-1%,-3%,3%
COc1ccccc1-n1c(=O)[nH]c2c(C(N)=O)nc(-c3cccnc3)nc21,11%,-15%,21,-12,6,-30%,?,-20%,5%
Cc1cc(C)c(C)c(S(=O)(=O)N2CCNC(=O)C2)c1C,-2%,17%,-8,5,19,11%,9%,-3%,·
CC1CN(CC(=O)NC(C)c2ccccc2)CC(C)O1 (configuration not stated),1%,-1%,8,2,9,18%,6%,-2%,-8%
COCCNc1oc(-c2ccc(OC)cc2)nc1C#N,8%,3%,·,-5,·,·,-27%,·,·
Cc1ccnc(N2CCC(C(=O)NNC(=O)COc3cccc4ccccc34)CC2)n1,8%,0%,24,-2,-9,1%,-8%,11%,-21%

# Three compounds from above, limited to HT1080 IDH1KD tx, KB-V1 MDR tox and KB-3-1 cytotox:
SMILES | HT1080 IDH1KD tx | KB-V1 MDR tox | KB-3-1 cytotox
CC1CCCN(C(=O)Cc2cccc3ccccc23)C1 (configuration not stated) | 12% | -29% | 14%
Cc1ccc(-c2nc(SC(C)C(=O)c3c(N)n(C)c(=O)n(C)c3=O)n[nH]2)cc1 (configuration not stated) | 8% | 6% | -1%
CCOc1ccc(N(CC)C(=O)COc2cc(=O)n(CC)c3ccccc23)cc1 | -11% | -25% | -3%

# An excerpt of these results, with values under each structure.
# The line under a structure holds: GLP1R ag, KB-3-1 cytotox, IL1B secr inh, D3 ag, DRD3 antagonist, HT1080-NT tox, KB-V1 MDR tox, HT1080 IDH1KD tx, SW480 rerep
Cc1cc(C)c(C)c(S(=O)(=O)N2CCNC(=O)C2)c1C
 : -2%, 17%, -8, 5, 19, 11%, 9%, -3%, ·
Cc1ccc(-c2nc(SC(C)C(=O)c3c(N)n(C)c(=O)n(C)c3=O)n[nH]2)cc1 (configuration not stated)
 : 3%, -1%, 28, 4, 23, 4%, 6%, 8%, 2%
